Bioassay records (PubChem)
TDP2 inh: TDP2 (human) inhibition, absorbance primary screen. O95551. recombinant TDP2, T5PNP hydrolysis, p-nitrophenol absorbance 415 nm. inhibition, % at 12.8 µM. 0.34% of 370,000 active. AID 720702;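 active = inhibition above the mean of all tested compounds plus 3 SD, set per campaign, cut at about 25% in these data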;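 also: 0% = DMSO with enzyme and 100% = buffer with substrate but no TDP2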
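Incubation: 2 h at 37 °C; Test system: recombinant human TDP2; Quantity: enzyme 120 nM; Read-out basis: percent inhibition; Medium: 50 mM Tris-HCl pH 7.5 with Mg2+, KCl, DTT, BSA; Repeats: single replicate; Compound: 12.8 µM single point, 1% DMSO; Signal: epi absorbance; Reagent: 5 mM T5PNP chromogenic substrate; Benchmarks: no-enzyme high, DMSO-plus-enzyme low.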
UHRF1 binding: blocks human UHRF1 binding to methylated DNA. 0.75% of 370,000 active. inhibition, % at 4.4 µM. UHRF1 binding to methylated oligo, TR-FRET; in the data active = inhibition above about 21%;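 also: UHRF1 SRA domain binding a hemimethylated CpG hairpin DNA probe; 0% = median of test compound wells and 100% = reference inhibitor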
Target sequence (Q96T88 whole entry, looked up, the tested form may be a part): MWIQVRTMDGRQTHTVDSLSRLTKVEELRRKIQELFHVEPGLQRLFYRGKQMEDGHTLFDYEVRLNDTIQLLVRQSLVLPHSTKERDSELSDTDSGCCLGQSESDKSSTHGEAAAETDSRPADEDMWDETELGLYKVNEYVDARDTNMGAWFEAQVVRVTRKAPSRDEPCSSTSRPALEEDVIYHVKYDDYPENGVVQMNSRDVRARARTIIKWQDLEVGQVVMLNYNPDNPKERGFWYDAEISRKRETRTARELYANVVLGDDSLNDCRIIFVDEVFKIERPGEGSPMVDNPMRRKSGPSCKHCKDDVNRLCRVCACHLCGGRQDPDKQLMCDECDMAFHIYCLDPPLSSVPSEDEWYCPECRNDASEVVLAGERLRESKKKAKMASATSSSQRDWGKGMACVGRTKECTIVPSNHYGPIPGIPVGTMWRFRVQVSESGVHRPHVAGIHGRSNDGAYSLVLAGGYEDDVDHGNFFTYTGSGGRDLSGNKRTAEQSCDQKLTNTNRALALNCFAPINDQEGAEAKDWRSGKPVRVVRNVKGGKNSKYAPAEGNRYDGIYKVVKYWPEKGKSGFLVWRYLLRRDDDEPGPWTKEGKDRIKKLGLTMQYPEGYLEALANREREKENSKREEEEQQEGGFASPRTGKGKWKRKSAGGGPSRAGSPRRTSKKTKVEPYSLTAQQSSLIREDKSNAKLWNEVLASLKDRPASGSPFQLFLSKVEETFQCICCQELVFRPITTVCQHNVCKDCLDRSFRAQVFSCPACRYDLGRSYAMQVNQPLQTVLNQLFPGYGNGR
SIAE inh: human SIAE inhibition, primary screen; Q9HAT2; SIAE FP-Rh probe binding, fluorescence polarization; inhibition, % at 9.66 µM; 0.69% of 370,000 active; AID 1053197;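 active = inhibition above a cutoff: mean of compounds within the control limits plus 3 SD of those, cut at about 17% in these data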;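 also: 0% = plate median of compound wells and 100% = probe without SIAE protein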
PG9 Ab binder: PG9 antibody binding by small molecule. inhibition, % at 6.7 µM. TR-FRET gp120-PG9 antibody binding. 0.43% of 360,000 active; in the data active = inhibition above about 8.5%
HTRA1 inh: inhibitors of human serine peptidase HTRA1. recombinant HTRA1, FP-rhodamine activity-based probe, fluorescence polarization. Q92743. inhibition, % at 5.96 µM. 0.5% of 340,000 active; in the data active = inhibition above about 36%;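 also: 0% = enzyme with DMSO and 100% = wells lacking enzyme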
LEDGF integ inh: blocks HIV-1 LEDGF/p75-dependent DNA integration. 0.64% of 370,000 active. TR-FRET IN-LEDGF/p75 DNA integration, Eu/Cy5. inhibition, % at 3.7 µM;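 active = inhibition above the screen-wide mean plus 3 SD, cut at about 13% in these data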;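 also: signal is the Cy5 over europium emission ratio at 671 and 618 nm; 0% = plate median of compound wells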
TCR CD3 inh: human TCR-CD3 binding inhibition; TAMRA-labeled TCR probe fluorescence, biochemical; inhibition, % at 9.4 µM; 0.37% of 360,000 active; AID 651800; in the data active = inhibition above about 19%;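 also: recombinant mutant TCR 2C K166C tagged with TAMRA read by polarization; 0% = receptor in buffer alone and 100% = receptor with positive control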
ABHD4 inh: inhibits mouse alpha/beta hydrolase domain 4 | Q8VD66 | purified mABHD4, FP-Rh probe fluorescence polarization | inhibition, % at 8.92 µM | 0.54% of 370,000 active;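 active = inhibition exceeding the mean over every tested compound plus 3 SD, cut at about 30% in these data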;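 also: 0% = plate median of compound wells and 100% = S159A mutant with DMSO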
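Material: mouse ABHD4 enzyme, wild type; Benchmarks: S159A mutant high control, sample median low control; Buffer or medium: HEPES pH 7.0, NaCl, Pluronic buffer; Signal: fluorescence polarization; Read-out: percent inhibition of probe binding, normalized to plate controls; Timing: pre-incubation 45 min, probe exposure 60 min, at 25 °C; Dosing: 8.92 µM, single dose.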
DDE Tn7 FP inh: inhibitors of Tn7 peptide binding to human fibrin DD(E). P02675. FP displacement of FITC-Tn7 peptide from fibrin DD(E); 0% = median of compound wells per plate. inhibition, % at 8.3 µM. 0.13% of 370,000 active;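 active = inhibition above the mean of compounds falling within the control limits plus 3 SD of them, cut at about 14% in these data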;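 also: 0% = plate median of compound wells and 100% = 10 µM Aha-Tn7 peptide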
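Test system – human fibrin DD(E) · Times – 10 min preincubation, 3 h with tracer, room temperature · Detection – fluorescence polarization of the labelled Tn7 tracer · Measure – percent inhibition normalized to high-control wells · Benchmarks – high control wells with 10 µM unlabelled Aha-Tn7 peptide (full inhibition) · Repeats – singlicate testing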
PRMT1 FP inh: PRMT1 (human) inhibition, primary screen. Q99873. recombinant PRMT1, activity-based probe fluorescence polarization. inhibition, % at 2.79 µM. 1.3% of 370,000 active;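 active = inhibition above about 21% made by adding two undisclosed values, limit read from the data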
Starred values were filed as active, the others as inactive; . = not tested or not shown.

SMILES	TDP2 inh	UHRF1 binding	SIAE inh	PG9 Ab binder	HTRA1 inh	LEDGF integ inh	TCR CD3 inh	ABHD4 inh	DDE Tn7 FP inh	PRMT1 FP inh
CC(=O)c1ccc(OCC(C)C)c(Cc2c(O)nc(N)[nH]c2=O)c1	-3	-2	2	2.0	-1	-4	-8	3	11	-1
Cc1cc2nc(-c3cccc(Br)c3)c(Cc3cccc(Cl)c3)n2c(C)c1Br	-3	19	-12	0.6	.	-1	4	-58	5	-1
CCOC(=O)c1cnc2sccn2c1=O	-3	4	-4	0.3	10	3	3	7	4	-3
CCOC(=O)C1CCCN(C(=O)Nc2cccc(Cl)c2)C1 (centres undefined)	10	0	-2	0.5	-3	5	2	6	7	-3
N#Cc1ncc(-c2ccc3c(c2)OCCOCCOCCOCCO3)nc1C#N	5	-4	-9	-2.2	-1	-1	-3	2	10	1
NNC(=S)Nc1c(F)cc(F)cc1Br	9	-1	4	-0.1	7	0	-6	-4	-2	-1
COc1ccc(C2C(C#N)=C(N)OC3=C2C(=O)CC(C)(C)C3)cc1Cn1nc(C)c([N+](=O)[O-])c1C (centres undefined)	3	-2	3	3.2	-3	14*	1	1	0	0
Cc1ccc(C)c(OCc2cc(C(=O)N(C)Cc3nccn3C)no2)c1	4	2	2	0.8	-4	0	0	-7	4	4
COc1ccc(CN(C)C(=O)Cn2cc(C)c(=O)[nH]c2=O)cc1OC	-3	2	-1	2.7	5	4	0	-3	-3	-2
O=C(c1ccc(F)cc1Cl)N1CCCC(c2nc(-c3cccs3)no2)C1 (centres undefined)	-4	0	-2	.	.	-1	.	1	-2	1
COc1cccc(NC(=O)CN(C)C(=O)c2cc(Cl)nc3ccccc23)c1	-3	-1	-6	-1.4	1	2	2	5	-6	-5
COCCCNc1nc2c(c(=O)n(Cc3ccc(F)cc3)c(=O)n2C)n1C	-13	3	14	-1.9	0	3	-9	-7	1	-2
Cc1ccc(C)c(N2CCN(S(=O)(=O)c3cc4c(cc3Cl)NC(=O)CO4)CC2)c1	2	4	-1	1.6	-2	1	-7	-10	10	5
COc1ccccc1NC(=O)c1sc(Cl)nc1C	6	0	3	-0.6	-7	-2	-10	2	-6	1
CCC(=O)NNc1ncnc2ccccc12	-3	1	4	-2.4	3	3	-4	-2	3	1
CC1=C(C(=O)N2CCOCC2)CC(CC(=O)NCc2cccc3ccccc23)C(=O)N1CCC1=CCCCC1 (centres undefined)	-1	-1	-4	-1.8	-3	0	2	-1	-1	-8
COc1cc(NC(=O)Nc2nc(C(N)C3CCCCC3)cs2)cc(OC)c1OC (centres undefined)	-3	1	21*	-2.5	.	3	-11	12	5	3
CCOC(=O)C1CCCN(C(=O)c2ccc(S(=O)(=O)N3CCOCC3)cc2)C1 (centres undefined)	7	2	11	3.0	1	-5	-3	-7	3	2
CCOC(=O)C(C)Sc1nnc2c3ccccc3n(C)c2n1 (centres undefined)	15	5	-3	2.0	-3	2	-3	4	-2	-2
Cc1cc(C)cc(NC(=S)N2CCN(CCO)CC2)c1	10	-1	10	-0.4	-3	1	0	8	2	1
Cc1ccc(NC(=S)N(CCCN2CCOCC2)Cc2ccco2)cc1Cl	6	-1	7	-0.8	-3	-1	8	3	2	0
O=C1CC(C2CCCO2)C(=O)N1c1ccccc1 (centres undefined)	-1	-2	1	0.1	2	-3	7	-1	0	1
O=C1c2ccccc2C(=O)C1c1ccc(Cl)cc1	1	-3	5	-1.7	2	1	4	1	1	-1
Nc1nnc(-c2ccccc2Cl)s1	6	0	4	-0.3	2	-2	-1	5	-4	8
O=C(NCCCN1CCOCC1)C(=O)NCc1ccccc1	-6	4	-2	-0.8	0	0	-9	-1	0	1
Cc1cc(C)nc(N2CCC(C(=O)NCc3ccco3)CC2)n1	-7	0	0	-0.5	4	-4	5	-1	6	-1
O=C(CSCc1ccccc1)Nc1ccc(S(=O)(=O)Nc2ncccn2)cc1	9	-1	2	0.5	-3	-1	-7	5	0	5
c1ccc(CN2CCOCCOCCOCC2)cc1	3	0	4	0.4	4	5	0	-1	-1	-4
CCn1c(=O)cc(SCC(=O)Nc2ccc(C)cn2)c2ccccc21	9	2	0	23*	7	0	10	-1	8	1
Cc1ccc(S(=O)(=O)N2CCN(c3ccccc3)CC2)cc1	-1	0	3	-1.6	-2	2	-1	-1	-4	1
CC(C)c1nn2c(=O)cc(O)nc2s1	-3	0	9	-1.2	5	3	0	0	-2	0
O=C([C@@H]1C[C@H]1c1ccccc1)N1CC[C@H]2[C@H](CCCN2Cc2ccc(F)cc2)C1	0	-1	0	.	.	-2	.	-4	10	0
CCNC(=O)c1cccc(NC(=O)C2CC(=O)N(CCc3ccccc3)C2)c1 (centres undefined)	-2	3	-4	0.0	-2	-3	-4	0	9	4
Cc1ccc(NC(=O)NNC(=O)Cn2nc(-c3ccccc3)c(-c3ccccc3)c(C#N)c2=O)cc1	-21	5	-14	-1.8	-55	2	2	-23	1	1
CCN(c1ccccc1)S(=O)(=O)c1cccc(C(=O)NCC(c2cccs2)N2CCOCC2)c1 (centres undefined)	-10	5	1	1.6	0	-3	-7	-8	-3	7
COC(=O)c1cc(NC(=O)CN2C(=O)C(=O)N(C3CCCC3)C2=O)cc(C(=O)OC)c1	7	-1	1	0.3	-5	2	-5	0	-6	2
Cc1ccsc1C(=O)NCC(=O)OCc1ccccc1	-1	1	-6	-1.8	5	0	4	1	3	0
Cc1ccc2c(n1)sc1c(-c3ccccc3)c(C#N)c(N)nc12	6	1	-2	0.5	-13	3	5	-4	-1	-2
CC1(C(=O)NCc2ccccn2)C=CCN1C(=O)c1ccccc1 (centres undefined)	-1	1	7	-2.8	5	2	5	-1	0	2
CN(CCC#N)C(=O)COC(=O)c1cccnc1Nc1ccccc1F	-3	1	0	-1.3	2	3	-2	0	-10	3
CCc1cc(C(c2ccc(OC)c(OC)c2)N2CCOCC2)c(NC(=O)c2ccccc2)s1 (centres undefined)	6	1	0	-1.2	-5	-2	3	-8	8	5
COc1ccc2c(c1)c(=O)oc1c(C)c(OC(C)C(=O)N[C@@H](Cc3c[nH]c4ccc(O)cc34)C(=O)O)ccc12 (some centres undefined)	6	5	-37	-2.9	-1	2	8	16	-2	17
COc1cccc(-c2nn(-c3ccc(C)cc3)cc2C(=O)NCC(c2cccs2)N2CCOCC2)c1 (centres undefined)	-2	4	-9	-2.5	-69	2	-5	-6	-7	-2
O=C(O)CN1C(=O)Nc2ccc(Br)cc2C1c1ccccc1 (centres undefined)	-10	3	0	-2.1	3	1	4	-3	-9	0
COc1ccc(Nc2c(C)cccc2C)cc1	-2	2	-2	-3.6	-4	4	12	4	-7	-1

Arranged by number of heavy atoms (ascending): part of the list above.
SMILES	TDP2 inh	UHRF1 binding	SIAE inh	PG9 Ab binder	HTRA1 inh	LEDGF integ inh	TCR CD3 inh	ABHD4 inh	DDE Tn7 FP inh	PRMT1 FP inh
COc1ccc(Nc2c(C)cccc2C)cc1	-2	2	-2	-3.6	-4	4	12	4	-7	-1
Cc1ccsc1C(=O)NCC(=O)OCc1ccccc1	-1	1	-6	-1.8	5	0	4	1	3	0
Cc1ccc(S(=O)(=O)N2CCN(c3ccccc3)CC2)cc1	-1	0	3	-1.6	-2	2	-1	-1	-4	1
Cc1ccc2c(n1)sc1c(-c3ccccc3)c(C#N)c(N)nc12	6	1	-2	0.5	-13	3	5	-4	-1	-2
CC1(C(=O)NCc2ccccn2)C=CCN1C(=O)c1ccccc1 (centres undefined)	-1	1	7	-2.8	5	2	5	-1	0	2
CN(CCC#N)C(=O)COC(=O)c1cccnc1Nc1ccccc1F	-3	1	0	-1.3	2	3	-2	0	-10	3
CCNC(=O)c1cccc(NC(=O)C2CC(=O)N(CCc3ccccc3)C2)c1 (centres undefined)	-2	3	-4	0.0	-2	-3	-4	0	9	4
O=C([C@@H]1C[C@H]1c1ccccc1)N1CC[C@H]2[C@H](CCCN2Cc2ccc(F)cc2)C1	0	-1	0	.	.	-2	.	-4	10	0
COC(=O)c1cc(NC(=O)CN2C(=O)C(=O)N(C3CCCC3)C2=O)cc(C(=O)OC)c1	7	-1	1	0.3	-5	2	-5	0	-6	2
CCc1cc(C(c2ccc(OC)c(OC)c2)N2CCOCC2)c(NC(=O)c2ccccc2)s1 (centres undefined)	6	1	0	-1.2	-5	-2	3	-8	8	5
CCN(c1ccccc1)S(=O)(=O)c1cccc(C(=O)NCC(c2cccs2)N2CCOCC2)c1 (centres undefined)	-10	5	1	1.6	0	-3	-7	-8	-3	7
COc1cccc(-c2nn(-c3ccc(C)cc3)cc2C(=O)NCC(c2cccs2)N2CCOCC2)c1 (centres undefined)	-2	4	-9	-2.5	-69	2	-5	-6	-7	-2
COc1ccc2c(c1)c(=O)oc1c(C)c(OC(C)C(=O)N[C@@H](Cc3c[nH]c4ccc(O)cc34)C(=O)O)ccc12 (some centres undefined)	6	5	-37	-2.9	-1	2	8	16	-2	17

Continued:
SMILES	TDP2 inh	UHRF1 binding	SIAE inh	PG9 Ab binder	HTRA1 inh	LEDGF integ inh	TCR CD3 inh	ABHD4 inh	DDE Tn7 FP inh	PRMT1 FP inh
CC(/C=C/c1ccccc1)=N\NC(N)=S	0	-13	5	-3.4	1	3	-1	7	1	11
COC(=O)COC(=O)c1ccc(O)cc1	8	0	-1	0.9	8	-4	1	-4	2	2
O=C(COc1ccccc1Br)N1CCNC1=O	11	-2	-2	-3.6	12	2	5	-2	-2	-5
O=C(Nc1ccc(NC(=O)c2ccccc2Br)cc1)c1ccccc1	-25	1	-10	-1.7	-4	-1	-1	-14	5	-3
Cc1cc(C)nc(N2N=C(c3ccccc3)CC2=O)n1	16	-6	7	-2.8	5	-4	1	-1	3	3
CN1C(=O)c2ccc(C(=O)NCc3ccc4c(c3)OCO4)cc2C1=O	12	-3	-2	-2.3	-5	0	3	1	-4	-3
COc1ccc(C(=O)Nc2ccc3[nH]c(-c4cccc(OC)c4)cc(=O)c3c2)cc1	7	1	0	-1.4	-2	1	-4	-3	-6	-1
C=CCN(Cc1ccc(OC)cc1OC)C(C#Cc1ccccc1)c1ccccc1 (centres undefined)	10	0	-1	.	.	-3	.	-5	10	3
Fc1ccc(OCc2nn3cnnc3s2)cc1	-1	1	8	-1.9	-3	-2	6	1	5	-2
